# RXFP1 antag: RXFP1 (human) relaxin receptor antagonism; Q9HBX9; HEK293-RXFP1, relaxin-stimulated cAMP HTRF, 30 min; stronger effect = lower value; activity change, negative = inhibition, % at 57.5 µM; 350,000 compounds, 0.59% hits; AID 1259400;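 active = activity change of -60% or lower, but not beyond a set lower limit; inconclusive = change between -60% and -40%, or beyond the set limit; inactive = change above -40%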; note: % is set by controls: 0 for no effect and ±100 for the full control effect
# GRP78 ERSR act: inducers of ER stress response in human glioma cells; U87-MG GRP78 promoter luciferase reporter, 16 h; Potency, µM, inactives show at the top dose activation, usual class: activators; 420,000 compounds, 0.02% hits; note: potency is the fitted concentration of half-maximal effect; series mostly up to about 76 µM; % of control where 0% means no effect; nearly all actives have a fitted effect of over 35% in size
#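 ERSR induction read as luciferase luminescence (Bright-Glo, 10 min at room temperature) in stably transfected human U87-MG glioma cells exposed to compounds for 16 h, using GRP78 as sensor.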
# D2 potentiator: positively modulates the human D2 dopamine receptor allosterically; potentiation, % at 10 µM; P14416; HEK293 T-REx D2, calcium flux, EC20 dopamine potentiation; 340,000 compounds, 0.34% hits; AID 485347;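 active = potentiation over 3 SD above the plate norm, cut at about 30% in these data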; note: 0% is about no effect
# Target sequence (P14416 whole entry, looked up): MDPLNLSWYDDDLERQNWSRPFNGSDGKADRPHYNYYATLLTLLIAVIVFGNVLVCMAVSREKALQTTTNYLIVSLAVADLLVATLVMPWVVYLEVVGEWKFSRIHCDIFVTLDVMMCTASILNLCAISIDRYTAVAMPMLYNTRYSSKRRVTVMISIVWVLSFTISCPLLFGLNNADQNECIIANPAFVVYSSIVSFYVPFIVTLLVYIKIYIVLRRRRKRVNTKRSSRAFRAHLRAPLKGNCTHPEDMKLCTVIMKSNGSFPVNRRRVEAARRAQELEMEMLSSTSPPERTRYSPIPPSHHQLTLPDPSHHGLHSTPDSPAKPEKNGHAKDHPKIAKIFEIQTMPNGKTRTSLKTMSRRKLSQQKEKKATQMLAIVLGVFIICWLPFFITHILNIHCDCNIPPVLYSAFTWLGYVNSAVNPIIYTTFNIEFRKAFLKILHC
#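 Using a no-wash calcium dye in inducible, force-coupled HEK293 Trex cells expressing D2, we tracked fluorescence each second for 180 s after compound, then for 180 s after EC20 dopamine to detect augmented signalling.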
# D1 antag: human D1 dopamine receptor antagonism | 360,000 compounds, 3.2% hits | HEK293 TREx D1 cells, calcium flux, dopamine EC80; stronger effect = lower value | AID 504652 | P21728 | activity change, negative = inhibition, % at 10 µM; in the data active = activity change below about -30%; note: % is set by controls: 0 for no effect and ±100 for the full control effect
#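 Kinetic fluorescence of a calcium dye serves as the read-out. D1-expressing Hek293 Trex cells, induced overnight at 30 C, are exposed to compound for 180 s before an EC80 dopamine addition, then read 180 s further.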
# D1 ag: human D1 receptor agonism | P21728 | HEK293 T-REx D1 cells, calcium flux, agonist mode | activation, % at 2 µM | 360,000 compounds, 1% hits; in the data active = activation above about 30%; note: 0% is about no effect
#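 Tetracycline-induced HEK293 TREx D1 cells, force-coupled to calcium signalling, were dye-loaded with a no-wash calcium kit. Compound was pin-added after a 10 s baseline. Fluorescence was read kinetically at 1 cycle/s for 180 s, with calcium rises flagged as agonism.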
# Vif-APOBEC3F blk: inhibitors of Vif-A3F interaction | HeLa A3F-eYFP + Vif (tagged APOBEC3F with the HIV-1 protein that degrades it), YFP fluorescence increase | Potency, µM (top dose mostly 46.1 µM), without a hit: at the highest dose activity, negative = active | 390,000 compounds, 0.2% hits | AID 602313; note: potency is the fitted concentration of half-maximal effect; % of control where 0% means no effect; nearly all actives have a fitted effect of over 65% in size
#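 HeLa cells stably expressing A3F-eYFP plus Vif, plated and incubated overnight at 37 deg C, then exposed to compounds overnight at 37 deg C. Blocked degradation read as raised yellow fluorescence (Ex 488/Em 500-530).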
# Vif-APOBEC3G blk: inhibitors of Vif-APOBEC3G interaction; 410,000 compounds, 0.076% hits; HeLa A3G-eYFP + Vif (tagged APOBEC3G with the HIV-1 protein that degrades it), YFP fluorescence, overnight; Potency, µM (series often up to 46.1 µM), for inactives: at the highest dose activity, negative = active, hits mostly inhibitors;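 note: potency is the fitted concentration of half-maximal effect; % is set by controls: 0 for no effect and ±100 for the full control effect; nearly all actives have a fitted effect of over 60% in size; hits raise eYFP signal because A3G escapes Vif-driven loss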
# Target sequence (Q9HC16 whole entry, looked up): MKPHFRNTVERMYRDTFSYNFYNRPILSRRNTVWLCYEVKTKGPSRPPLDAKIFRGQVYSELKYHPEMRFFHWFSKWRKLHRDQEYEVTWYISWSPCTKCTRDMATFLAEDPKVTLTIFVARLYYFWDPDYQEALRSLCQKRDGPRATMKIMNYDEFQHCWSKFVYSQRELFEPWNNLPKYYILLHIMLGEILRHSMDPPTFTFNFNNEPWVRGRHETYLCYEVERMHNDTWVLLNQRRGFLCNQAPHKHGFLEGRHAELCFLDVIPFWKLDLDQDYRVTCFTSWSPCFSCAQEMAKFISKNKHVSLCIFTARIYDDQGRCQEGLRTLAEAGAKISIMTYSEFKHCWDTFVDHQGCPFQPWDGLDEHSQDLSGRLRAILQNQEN
#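 Read-out is eYFP fluorescence (Ex 488/Em 500-530) from Vif-expressing HeLa A3G-eYFP cells; more signal means A3G escaped Vif-mediated degradation. Cells plated overnight, compound pinned in, incubated overnight at 37 deg C.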
# RXFP1 agonist: RXFP1 (human) receptor agonism. Q9HBX9. HEK293T-RXFP1 cAMP TR-FRET, 30 min; response scale: percent of porcine relaxin response, buffer zero. Potency, µM (highest dose often 57.5 µM), for the others: at the highest dose activation, most hits filed as activators. 370,000 compounds, 0.3% hits; note: potency is the fitted concentration of half-maximal effect; % is set by controls: 0 for no effect and ±100 for the full control effect; nearly all actives have a fitted effect of over 60% in size; many of its hits are not listed in these tables
#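 HEK293 cells stably expressing RXFP1, treated 30 min at 37C with compounds plus PDE4 inhibitor Ro 20174; cAMP measured by HTRF TR-FRET. Normalized to buffer and 29 nM porcine relaxin; EC50 by Hill fit.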
# D1 PAM: potentiators of human D1 dopamine receptor; P21728; HEK293 TREx D1 cells, calcium flux, dopamine EC20 potentiation; potentiation, % at 10 µM; 360,000 compounds, 0.036% hits; in the data active = potentiation above about 30%; note: 0% is about no effect
# Numbers without * were called inactive; ? = inconclusive; · = not tested or not shown; & = joins results of further samples. Unless noted, calls come from the whole dose curve; as a rule, active = well fitted curve in the direction sought with a large enough effect; inconclusive = small, poorly fitted or top-dose-only effect, or another doubt; inactive = no such curve, though single readings can be large; an effect the other way counts as inactive or inconclusive. An excerpt; the hit share may differ from the screen's.
SMILES,RXFP1 antag,GRP78 ERSR act,D2 potentiator,D1 antag,D1 ag,Vif-APOBEC3F blk,Vif-APOBEC3G blk,RXFP1 agonist,D1 PAM
CCOC(=O)C(=O)NN=C(c1ccccc1)c1ccccc1,-27,-4%,23,-29,-1,-13%,-2%,-0.3%,-4
COc1cccc(/C=N/Nc2ccc([N+](=O)[O-])cn2)c1O,-27,-9%,-2,1,1,8%,0%,4.3%,-2
COc1ccccc1CNC(=O)C1CSC2(C)CCC(=O)N12 (configuration not stated),-1,0%,-4,3,0,1%,-6%,-0.7%,6
N/C(=N/OC(=O)c1cccc([N+](=O)[O-])c1)c1cccc([N+](=O)[O-])c1,-18,-1%,4,-17,2,3%,1%,2.3%,-1
COc1ccccc1CNC(=O)C(=O)NCCC1CCCCN1S(=O)(=O)c1cccs1 (configuration not stated),-2,-3%,9,-4,1,-16%,-5%,-1.4%,5
CCn1c(SCC(=O)N/N=C(/C)c2ccncc2)nc2ccccc21,-18,-4%,0,1,0,-7%,2%,-5.2%,-3
Cc1oc(-c2ccccc2F)nc1CS(=O)(=O)CC(=O)NCCCN1CC(C)CC(C)C1 (configuration not stated),7,-6%,-4,6,3,-27%,-6%,-0.8%,1
CC1CCCC(NC(=O)C2CCN(S(=O)(=O)c3cnc[nH]3)CC2)C1C (configuration not stated),7,4%,-6,7,2,0%,1%,1.4%,1
Cc1cccc(N2CC(C(=O)Nc3nnc(SCC(=O)N4CCOCC4)s3)CC2=O)c1 (configuration not stated),-2,6%,16,-27,2,4%,2%,-0.3%,-4
COCCNC(=O)c1nc2c(nnn2Cc2cc(C)ccc2C)c(=O)[nH]1,-2,-5%,-4,-10,3,-5%,1%,1.1%,8
Cc1ccc(Cn2ccnc2SCC(=O)NCc2ccc(F)cc2)cc1,7,1%,-5,7,0,-3%,-2%,2.4%,-4
CCOC(=O)c1ccc(NC(=O)CSc2nnnn2CCCO)cc1,-5,-2%,-6,1,2,0%,1%,0.0%,2
O=C(NCc1ccccc1Cl)C1CCN(S(=O)(=O)N2CCCCC2)CC1,27,2%,7,3,1,2%,0%,1.2%,-1
COc1cccc(CNS(=O)(=O)c2ccc(-n3cnnn3)c(C)c2)c1,10,-5%,13,-17,10,15%,0%,4.1%,-1
COc1ccccc1NC(=O)c1cc(S(=O)(=O)N(C)C2CCCCC2)ccc1F,-15,-2%,-12,7,3,2%,3%,-0.5%,-3
COCCCNC(=O)CCc1c(C)c2cc3c(C)coc3cc2oc1=O,-7,1%,7,-56*,7,-2%,1%,0.3%,-3
O=C(NCc1cccs1)c1ccc(CSc2nc3cccnc3n2Cc2ccccc2)cc1,-5,-1%,-4,5,0,0%,2%,3.3%,0
O=C(NCc1cccnc1)NC1(C(F)(F)F)Oc2ccc(Cl)cc2O1 (configuration not stated),·,?,-2,-14,0,?,?,-0.6%,-8
c1cn2cc(CSC3CCCCC3)nc2s1,1,-3%,18,7,1,9%,1%,-1.1%,-4
C=C1C(=O)O[C@@H]2[C@H]1CC[C@H](C)[C@]1(O)CCC(=O)[C@@]21C,10,1%,1,2,3,-5%,?,-2.0%,-3
Fc1cccc(Cl)c1CSc1nnc(CN2CCOCC2)n1-c1ccccc1,10,-2%,-2,-1,2,0%,2%,-0.7%,2
O=C(Nc1ncn[nH]1)c1ccc([N+](=O)[O-])cc1[N+](=O)[O-],22,-1%,4,-17,3,-10%,4%,0.5%,-4
COc1cc(OC)c(C(=O)NNC(=O)c2ccccc2-n2cccc2)cc1OC,-1,-2%,·,·,·,0%,1%,·,·
COc1ccccc1NS(=O)(=O)c1cc(-c2cnc(C3CC3)o2)ccc1C,2,-6%,2,-4,6,-5%,-16%,0.0%,-1
O=C(Nn1cnnc1)c1ccc(OC(F)(F)C(F)C(F)(F)F)cc1 (configuration not stated),-10,1%,-1,-27,2,2%,-1%,3.1%,-5
Cc1ccc(C)c(N2CCN(C(c3ccncc3)c3nnnn3Cc3ccccc3)CC2)c1 (configuration not stated),14,-3%,4,2,4,-7%,0%,1.2%,0
COc1ccc(C(=S)N2CCOCC2)cc1OC(=O)c1ccccc1,-1,-5%,-11,2,4,3%,-4%,0.0%,9
COc1ccc2c(c1)CCC1C2CCC2(C)C(O)C(=O)CC12 (configuration not stated),-12,-2%,·,·,·,3%,0%,·,·
CC(=O)SC1CC(=O)N(c2c(C)cccc2C)C1=O (configuration not stated),6,-6%,-20,2,0,-12%,-18%,1.5%,5
Cc1cccc(C)c1OCc1cc(C(=O)N2CCCC2c2nonc2C)no1 (configuration not stated),-5,-1%,9,-7,5,1%,2%,-0.2%,4
CCOc1ccc(CNC(=O)C2CCCN(c3nnc(C)c4c(C)n(-c5ccccc5)nc34)C2)cc1 (configuration not stated),-21&-16,-4%&-2%,-5,2&13,0&3,-26%&-1%,-5%&-16%,5.4%&3.8%,-2&1
CCC(C)C(=O)OC1CCC=C2C=CC(C)C(CCC3CC(O)CC(=O)O3)C21 (configuration not stated),-9,-3%,·,·,·,-35%,?,·,·
CNc1nc(-c2ccccc2)nc(-c2ccccc2)c1C#N,-11,2%,-9,6,-1,-8%,0%,7.4%,11
CCOc1ccc(NC(=S)NS(=O)(=O)c2cc(Br)ccc2OCC)cc1,-1,1%,·,·,·,8%,-1%,·,·
COC(=O)c1ccc(OCC(O)CNCC(c2ccc(OC)cc2)N(C)C)c(OC)c1 (configuration not stated),3,5%,-4,-5,1,-5%,5%,-3.3%,6
COc1ccccc1NC(=O)CSc1nc(N)cc(N)n1,18,-1%,-3,-21,3,-10%,0%,1.5%,-9
O=C(Cc1csc(N2CCOCC2)n1)N/N=C/c1cccc(O)c1,3,-5%,10,-6,-3,1%,6%,-0.7%,-8
C=CCn1cc(C(=O)N2CCN(C)CC2)c(=O)c2cc(S(=O)(=O)N3CCCC3)ccc21,-4,-3%,2,-2,3,0%,1%,0.0%,·
NC(=O)C1CCCN(C(=O)c2cccc(S(=O)(=O)N3CCCCCC3)c2)C1 (configuration not stated),4,-5%,-7,4,0,-1%,-7%,0.1%,4
CCOC(=O)c1noc(C)c1C(=O)Nc1nccs1,4,-4%,2,4,1,-1%,-1%,2.5%,-2

# Full records as entered above. Screens in order: RXFP1 antag, GRP78 ERSR act, D2 potentiator, D1 antag, D1 ag, Vif-APOBEC3F blk, Vif-APOBEC3G blk, RXFP1 agonist, D1 PAM
# Entry for `Fc1cccc(Cl)c1CSc1nnc(CN2CCOCC2)n1-c1ccccc1` : 10, -2%, -2, -1, 2, 0%, 2%, -0.7%, 2
# Entry for `COc1cc(OC)c(C(=O)NNC(=O)c2ccccc2-n2cccc2)cc1OC` : -1, -2%, ·, ·, ·, 0%, 1%, ·, ·

# More entries follow:
SMILES,RXFP1 antag,GRP78 ERSR act,D2 potentiator,D1 antag,D1 ag,Vif-APOBEC3F blk,Vif-APOBEC3G blk,RXFP1 agonist,D1 PAM
C=CCn1c(SCC2=C(C(=O)OCC)C(C)NC(=O)N2)nnc1C1CCCCC1 (configuration not stated),-23,-6%,-4,4,1,·,-7%,-2.4%,-1
O=C(C1CCC(CNc2c(N3CCCCC3)c(=O)c2=O)CC1)N1CCN(C2CCCCC2)CC1 (configuration not stated),-13,-5%,-17,4,0,1%,4%,-0.2%,-2
Cc1ccc(S(=O)(=O)NC(CCC(N)=O)C(=O)NCc2ccc3c(c2)OCO3)c(C)c1 (configuration not stated),10,-4%,-9,-10,2,-9%,0%,-0.1%,-6
CC(C)Cn1c(-c2ccc(F)cc2)n[nH]c1=S,-9,-4%,-3,-9,-4,-2%,1%,0.7%,-2
CCOc1ccc(CNn2cnnc2)cc1,-15,1%,7,1,3,9%,0%,0.5%,4
CCCc1nc2nc(C)c(NS(=O)(=O)c3ccc(C(C)(C)C)cc3)c(=O)n2[nH]1,1,-1%,-1,9,-2,-2%,-1%,0.2%,0
CCOc1ccc(-n2c(-c3ccc(Cl)cc3)c[n+]3c2SCC3)cc1,1,-4%,-3,3,3,2%,11%,1.4%,-1
O=C(NCc1ccccc1F)C1CCCN(c2cnccn2)C1 (configuration not stated),-17,1%,-4,-35*,2,-1%,1%,11%,0
CCn1cnc2c1c(=O)n(CC(=O)NN)c(=O)n2Cc1ccccc1,2,-2%,2,4,1,-6%,-3%,-0.1%,1
CN1C[C@@H]2C(c3ccccc3)C3(c4cccnc4)CC2(C3)[C@H]1c1ccccc1 (some centres not stated),·,-4%,-1,-39*,2,4%,2%,-0.4%,-1
O=C(COc1ccc2c3c(c(=O)oc2c1)CCCC3)NCCN1CCOCC1,7,3%,7,-12,2,-1%,2%,5.9%,-3
Cc1c(Cl)ccc2c(C(=O)O)cc(-c3ccccc3)nc12,23,1%,-14,-5,9,3%,-3%,-1.5%,3
O=C(COc1ccc(F)cc1Cl)Nc1cc(S(=O)(=O)N2CCOCC2)ccc1N1CCCCC1,-14,0%,14,2,11,0%,-4%,2.3%,-4
Cc1c(C)c(C)c(CN2CCSCC2)c(C)c1C,-24,-4%,-3,8,2,-2%,5%,2.3%,4
CCn1c(SCC(=O)N/N=C(\C)c2ccco2)nnc1-c1ccccc1,-5,-2%,-2,-6,0,-2%,-1%,1.3%,-3
Nc1ncnc(Nc2ccccc2Oc2ccccc2)n1,-11,-2%,·,·,·,10%,-3%,·,·
CCCn1nnc2sc3c(c2c1=O)CCC(C)C3 (configuration not stated),-7,3%,-3,-3,1,-4%,-1%,1.5%,3
COc1ccc(NC(=O)CSc2ccc([N+](=O)[O-])cc2)cc1S(=O)(=O)N1CCOCC1,0,-2%,-6,-9,0,6%,-3%,1.0%,-8
COc1ccc(OCC(O)Cn2cnc(-c3ccc(Br)cc3)c2)cc1 (configuration not stated),-8,-5%,10,10,3,-1%,-3%,0.4%,-5
Cc1ccccc1OC(=O)CCC(=O)OCCCC(F)(F)C(F)(F)F,-5,-2%,-4,-21,1,-8%,2%,-1.2%,-6
COc1ccc(CNC(=O)COc2ccc(OC)cc2)cc1,3,0%,22,-18,7,8%,-5%,4.1%,1
Cc1ccc(S(=O)(=O)c2cn(Cc3ccccc3Cl)c3ccc(F)cc3c2=O)cc1,-18,-1%,-6,-5,8,2%,-6%,2.9%,-3
